High-throughput results as filed in PubChem.
CHOP UPR activ = apoptotic UPR (CHOP) activation; AID 449763; 330,000 tested, 0.34% active; CHO-CHOP luciferase reporter, luminescence; percent of tunicamycin response over DMSO baseline; activation, % at 10 µM;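 active means at 10 µM dose, activation of 40% or more, normalized to positive control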;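 further: 100% = tunicamycin at 10 µg/mL and 0% = DMSO alone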
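Assay system: CHO-CHOP cells, stable luciferase reporter of PERK-eIF2a-CHOP signalling / Buffer or medium: F12 plus 10% serum / Compound dosing: one dose, 10 µM in 0.5% DMSO / Times: 6 h compound treatment, 37 °C / Technique: luciferase luminescence / Read-out: % reporter activation, DMSO baseline versus tunicamycin full activation / Benchmarks: tunicamycin and DMSO controls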
697 NFkB inh = inhibitors of the PMA/ionomycin-induced NF-kB reporter in 697 B cells | 697 B-cell NF-kB luciferase reporter, 16 h | inhibition, % at 4 µM | 330,000 tested, 0.33% active; in the data active means inhibition above about 35%
Mdm2-MdmX inh = disrupts the human Mdm2-MdmX interaction. inhibition, % at 8 µM. AID 485346. 330,000 tested, 3% active. O15151+Q00987. SaOS-2 split-luciferase Mdm2/MdmX complementation, luminescence;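 active means inhibition of at least 50% at 8 µM in the primary screen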
Target sequence (O15151 whole entry, looked up): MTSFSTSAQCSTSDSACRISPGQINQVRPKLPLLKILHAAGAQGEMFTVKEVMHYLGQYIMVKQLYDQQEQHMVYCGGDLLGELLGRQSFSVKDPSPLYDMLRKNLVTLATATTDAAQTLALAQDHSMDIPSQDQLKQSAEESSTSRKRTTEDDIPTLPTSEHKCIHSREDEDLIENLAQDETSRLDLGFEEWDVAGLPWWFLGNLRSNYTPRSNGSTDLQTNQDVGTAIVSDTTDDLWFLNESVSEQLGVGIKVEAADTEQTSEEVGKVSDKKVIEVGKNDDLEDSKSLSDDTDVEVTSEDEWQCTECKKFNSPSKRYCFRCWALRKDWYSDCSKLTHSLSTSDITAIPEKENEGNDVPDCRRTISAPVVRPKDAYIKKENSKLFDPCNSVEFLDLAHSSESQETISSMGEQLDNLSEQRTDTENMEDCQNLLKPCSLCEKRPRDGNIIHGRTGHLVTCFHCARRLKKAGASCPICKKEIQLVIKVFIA
Target sequence (Q00987 whole entry, looked up): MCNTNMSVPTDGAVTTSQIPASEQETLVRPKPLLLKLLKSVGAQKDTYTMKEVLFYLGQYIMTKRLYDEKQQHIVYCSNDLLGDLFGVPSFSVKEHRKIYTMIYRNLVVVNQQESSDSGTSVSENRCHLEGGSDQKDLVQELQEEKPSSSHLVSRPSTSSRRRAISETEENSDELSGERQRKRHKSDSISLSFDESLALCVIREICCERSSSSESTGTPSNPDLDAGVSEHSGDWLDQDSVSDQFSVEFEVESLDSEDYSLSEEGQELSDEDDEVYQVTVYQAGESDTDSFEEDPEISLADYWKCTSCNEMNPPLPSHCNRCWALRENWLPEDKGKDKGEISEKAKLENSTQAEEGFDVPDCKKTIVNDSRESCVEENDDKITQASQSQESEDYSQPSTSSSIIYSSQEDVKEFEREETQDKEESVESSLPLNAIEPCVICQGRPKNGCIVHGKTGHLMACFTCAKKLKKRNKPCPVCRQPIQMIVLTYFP
APJ antagonist = antagonists of human APJ apelin receptor. CHO-K1 APJ beta-arrestin complementation, luminescence. 330,000 tested, 0.32% active. inhibition, % at 20 µM. AID 2521. P35414;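 active means inhibition above about 40% at 20 µM, limit read from the data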;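 further: cells challenged with 10 nM apelin-13 agonist together with compound; plate controls were apelin-13 plus DMSO wells for no effect and DMSO wells lacking apelin-13 for full effect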
APJ agonist = APJ receptor agonism | P35414 | CHO-K1 APJ PathHunter beta-arrestin, luminescence; 0% DMSO wells, 100% apelin | activation, % at 20 µM | 330,000 tested, 0.11% active | AID 2520;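 active means activation more than six SD over the plate average, tested at 20 µM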;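 further: 0% = DMSO alone and 100% = apelin-13 at 10 nM; some results filed as inactive read as strong as hits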
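Assay system: engineered CHO-K1 APJ arrestin reporter cells; Amount: 1000 CHO-K1 reporter cells seeded per well; Dosing: one dose, 20 µM compound, 1% DMSO; Times: compound stimulation 90 min at 25 °C, detection 60 min; Measured by: luminescent beta-gal fragment complementation, chemiluminescent substrate; Read-out: APJ–arrestin association signal; Controls: DMSO vs Apelin-13 10 nM.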
Jurkat NFkB inh = lowers PMA/ionomycin-induced NF-kB signal in Jurkat cells; AID 435003; 330,000 tested, 0.53% active; PMA/ionomycin-induced NF-kB luciferase reporter, luminescence; inhibition, % at 4 µM; in the data active means inhibition above about 50%
tim23-1 inh = tim23-1 yeast growth inhibition; inhibition, % at 20 µM; 330,000 tested, 1.3% active; S. cerevisiae tim23-1 growth, BacTiter-Glo luminescence, 24 h; AID 463212;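 active means growth inhibition of the mutant yeast at or above 50%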;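 further: temperature-sensitive mutant grown at 25 °C; plate controls were DMSO-treated mutant yeast for no effect and medium wells lacking yeast for full effect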
XBP1 UPR activ = activators of adaptive arm of unfolded protein response (XBP1); 330,000 tested, 0.33% active; CHO-XBP1 luciferase reporter, IRE1-XBP1 UPR activation, luminescence; percent of tunicamycin response, DMSO as zero; activation, % at 20 µM;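 active means versus positive control, 20 µM dose yields 30% or more activation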;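 further: 100% = tunicamycin at 10 µg/mL and 0% = DMSO only wells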
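incubation = overnight seeding at 37 °C, 6 h compound treatment at 37 °C | assay system = CHO-XBP1 cells stably carrying IRE1-XBP1-driven luciferase reporter | input = 1000 cells per well | detection = luciferase luminescence | dosing = single point, 20 µM final compound, 1% DMSO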
Starred values were filed as active, the others as inactive.

Compound | tim23-1 inh | Mdm2-MdmX inh | APJ antagonist | 697 NFkB inh | APJ agonist | CHOP UPR activ | XBP1 UPR activ | Jurkat NFkB inh
COc1ccc(CCNCC(=O)Nc2c(C)cc(C)cc2C)cc1OC | 8 | 4 | -8 | -1 | -3 | 1.6 | -3 | 7
COc1ccc(CNC(=O)CCc2cc(OC)c(OC)c(OC)c2)cc1 | 1 | 14 | -4 | 16 | -1 | 3.6 | -2 | -8
COc1ccc(CCNC(N)=S)cc1OC | 12 | 1 | 4 | 17 | -1 | 0.1 | -1 | 7
COc1ccc(NC2CC(=O)N(c3cccc([N+](=O)[O-])c3)C2=O)cc1 (stereo not drawn) | 12 | 25 | 8 | 14 | 0 | 0.6 | -1 | 12
O=C(Cc1ccccc1)NCCS(=O)c1ccc(Cl)cc1 (stereo not drawn) | 0 | 16 | -9 | 18 | -2 | -1.3 | -4 | 7
O=C(c1cccc([N+](=O)[O-])c1)N1CCN(S(=O)(=O)/C=C/c2ccccc2)CC1 | 2 | -8 | 0 | 4 | 0 | -0.4 | 0 | -17
C/C(=N\NC(=O)c1ccc(Br)cc1)c1cccc(NC(=O)c2cccnc2)c1 | 9 | -8 | 6 | -19 | 6 | 0.0 | -2 | -8
Cc1cc(NS(C)(=O)=O)c(=O)n(Cc2cccc(F)c2)c1 | -4 | 12 | 24 | 5 | -4 | -2.5 | -5 | -5
CCOC(=O)C1CCN(C(=O)Cn2cc3c(n2)CCC(C)C3)CC1 (stereo not drawn) | 3 | -27 | 13 | 15 | -3 | 0.1 | -1 | 1
O=C(COC(=O)c1ccc2ncsc2c1)Nc1cccc(Cl)c1 | 31 | 5 | -12 | 0 | -4 | -1.7 | -1 | -5
COc1ccc(CCNC(=O)CN2C(=O)NC(CCSC)C2=O)cc1 (stereo not drawn) | -5 | 9 | -7 | -6 | 0 | 1.1 | 4 | -8
CC(=O)Oc1ccc(C2(C)CC(C)(C)Oc3cc(OC(C)=O)ccc32)c(OC(C)=O)c1 (stereo not drawn) | 26 | 17 | -4 | -5 | -3 | -1.2 | 1 | 9
O=C(NCCCn1ccnc1)c1ccc2ccccc2c1 | 2 | 36 | 12 | 8 | -4 | 3.0 | -4 | 4
Cc1cc2occ(CC(=O)N(C)CC(=O)Nc3ccccc3Cl)c2cc1C | 30 | -7 | -8 | 14 | -7 | 1.0 | -1 | 8
COc1cccc(OCC(=O)Nc2ccc(OC)c(OC)c2)c1 | -12 | -24 | 7 | -6 | -3 | -1.8 | -1 | 8

Next section
Compound | tim23-1 inh | Mdm2-MdmX inh | APJ antagonist | 697 NFkB inh | APJ agonist | CHOP UPR activ | XBP1 UPR activ | Jurkat NFkB inh
CCCCC(=O)NC(=S)Nc1ccccc1N1CCCCC1 | 44 | 16 | -7 | -14 | -2 | 1.8 | -1 | 8
COc1cccc(-c2nnc(SCC(=O)NCc3ccc4c(c3)OCO4)n2Cc2ccco2)c1 | 25 | 20 | 10 | 4 | -2 | -1.1 | -1 | 3
Cc1ccc(-n2nnnc2SCC(=O)NNC(=O)c2ccc([N+](=O)[O-])cc2)cc1 | -16 | -14 | -6 | 13 | -4 | 0.8 | 1 | 0
CN(C)CCNC(=O)c1cc2cc(Br)ccc2oc1=O | -4 | 6 | -11 | -4 | -3 | -0.7 | -1 | -8
Fc1cc(NCc2ccccc2)nc(NCc2ccccc2)n1 | 28 | 20 | 3 | -24 | -3 | 2.9 | 0 | 4
CC1=C(C(=O)OC2CCCC2)C(c2coc3ccccc3c2=O)C2=C(CCCC2=O)N1 (stereo not drawn) | 20 | 13 | 8 | 7 | -3 | -0.3 | 6 | 9
CCN(CC(=O)Nc1cccc(OC)c1)CC(=O)Nc1ccccc1C | 13 | -3 | 7 | -2 | -2 | 0.8 | 0 | -11
CC1Oc2ccccc2C=C1/C=N/NC(=O)[C@@H](C)NC(=O)OC(C)(C)C (stereo partly drawn) | 19 | -15 | 8 | -20 | 6 | 1.9 | 0 | -26
C=CCN1C(=O)/C(=C/C=C2/N(CC)c3ccc(S(=O)(=O)N(C)C)cc3N2CC)SC1=S | 15 | 11 | 52* | -4 | -7 | -3.3 | -2 | 10
CCC(=O)N1CCc2cc(S(=O)(=O)CCC(=O)NCCC3=CCCCC3)ccc21 | 2 | 22 | 3 | -21 | -2 | -1.8 | -2 | 4
CCOc1ccc(CNS(=O)(=O)c2cc(-c3cc(C)no3)ccc2OC)cc1OC | 1 | 5 | 7 | -28 | 2 | -2.2 | -1 | -6
CC(C)(C)C(=O)CN1C(=O)C2(OCCO2)c2ccccc21 | 21 | -4 | 8 | 11 | -1 | -3.7 | -1 | -3
C[C@H]1COC(=O)[C@H](CC(=O)OC(C)(C)C)C/C=C\C[C@H](CC(=O)N(CCO)Cc2ccccc2)C(=O)N1 | 7 | 9 | 3 | 2 | -2 | 1.2 | -2 | 0
C/C(N)=C(/C#N)C(=O)COC(=O)c1cc(-c2cccc(Br)c2)nc2ccccc12 | 22 | 46 | 9 | 10 | -3 | 0.4 | 7 | -4
CCOc1ccccc1N(CC(=O)N1CCCC1)S(C)(=O)=O | 12 | 30 | 11 | -8 | -2 | 1.3 | 1 | -1

Single records, from the list above:
`O=C(c1cccc([N+](=O)[O-])c1)N1CCN(S(=O)(=O)/C=C/c2ccccc2)CC1` as listed: tim23-1 inh: 2; Mdm2-MdmX inh: -8; APJ antagonist: 0; 697 NFkB inh: 4; APJ agonist: 0; CHOP UPR activ: -0.4; XBP1 UPR activ: 0; Jurkat NFkB inh: -17
`O=C(NCCCn1ccnc1)c1ccc2ccccc2c1` as listed: tim23-1 inh: 2; Mdm2-MdmX inh: 36; APJ antagonist: 12; 697 NFkB inh: 8; APJ agonist: -4; CHOP UPR activ: 3.0; XBP1 UPR activ: -4; Jurkat NFkB inh: 4

Carrying on.
Compound | tim23-1 inh | Mdm2-MdmX inh | APJ antagonist | 697 NFkB inh | APJ agonist | CHOP UPR activ | XBP1 UPR activ | Jurkat NFkB inh
COc1cc(C)cc(CN2CCC(Cc3ccccc3)CC2)c1O | 0 | -29 | 17 | 12 | -1 | 2.2 | -2 | 21
O=C1OCC=C1NNC(=O)c1cccnc1 | -5 | -3 | 2 | 1 | -2 | 1.0 | -2 | 7
CCOC(=O)[C@H]1[C@H]2COc3ccc(Cl)cc3[C@H]2N2C(=O)CNC(=O)[C@@]12C | -5 | -19 | 26 | 5 | -5 | 2.5 | -1 | 9
CN(C(=O)c1ccccn1)c1nnc(-c2ccccn2)s1 | 6 | 3 | 4 | -102 | 1 | -3.1 | -4 | -3
O=C(NCC(c1cccs1)N1CCOCC1)c1cn(-c2ccccc2)nc1-c1ccccc1 (stereo not drawn) | 23 | 29 | -7 | 2 | -2 | 1.2 | -2 | -7
CNc1nc2c(c(=O)n(C)c(=O)n2C)n1CCCc1ccccc1 | 11 | 22 | -17 | -29 | -2 | 0.8 | -2 | 4
CNC(=O)Cn1ncc2c3ccccc3n(C)c2c1=O | 11 | -10 | 6 | -1 | 0 | -1.9 | -1 | -16
COc1cccc(C(CC(=O)Nc2cccc3ccccc23)NC(=O)c2ccccc2)c1 (stereo not drawn) | 0 | 20 | -2 | 6 | -3 | 2.2 | -1 | -2
Cc1nn(-c2ccccc2)c2nc(N)c(C#N)c(-c3ccc(O)c(O)c3)c12 | 7 | 55* | 5 | 5 | -2 | 2.9 | 4 | -2
COc1ccccc1CNC(=O)CC(C)c1ccccc1 (stereo not drawn) | 9 | 7 | -4 | -12 | 2 | 1.5 | -2 | -4
CCN1CCN(C(c2cccs2)C(C)NC(=O)c2cccc(OC)c2OC)CC1 (stereo not drawn) | 10 | 13 | 4 | 1 | -6 | -1.0 | -1 | -12
Cc1nc2ccccc2c2oc(C(=O)N3CCC(N4CCCCC4)CC3)cc12 | 10 | -2 | 16 | -6 | 0 | 2.1 | -1 | -16
Cn1c(CNC(=O)c2ccco2)nnc1SCC(=O)Nc1cccc(Br)c1 | -4 | -9 | 1 | -5 | -1 | 0.6 | -3 | 5
O=C(Nc1ccccc1N1CCN(C(=O)c2ccccc2)CC1)c1ccc([N+](=O)[O-])o1 | 30 | 26 | -54 | -5 | 5 | -1.0 | -4 | 4
COc1ccc(CNC(=O)c2ccc(CN3CCOCC3)cc2)cc1 | 1 | -4 | 18 | 5 | -1 | 1.1 | 5 | -11

Other compounds follow.
Compound | tim23-1 inh | Mdm2-MdmX inh | APJ antagonist | 697 NFkB inh | APJ agonist | CHOP UPR activ | XBP1 UPR activ | Jurkat NFkB inh
CCN1CCN(C(=S)c2ccc(Cl)c(Cl)c2)CC1 | 11 | 0 | 3 | -5 | -3 | 0.3 | -1 | 4
COc1ccc(Cc2nnc(Nc3ccc(C)cc3C)[nH]c2=O)cc1 | 3 | -11 | 2 | -17 | -1 | 0.1 | -2 | 1
COc1ccc(-c2nc3c(c(=O)[nH]c(=O)n3Cc3ccccc3)n2Cc2ccccc2)cc1 | 29 | 48 | -2 | -8 | -4 | 7.3 | 6 | -6
Cn1ccnc1SCC(=O)c1c(N)n(C)c(=O)n(C)c1=O | 9 | 10 | 6 | 14 | -4 | 1.2 | -4 | -5
NS(=O)(=O)c1ccc(NC(=O)CN2CCCN(S(=O)(=O)c3ccc(F)cc3)CC2)cc1 | 5 | 3 | 10 | 0 | -2 | 0.5 | -4 | 16
Cc1cc2c(cc1C)C(c1ccccc1Br)CC(=O)N2 (stereo not drawn) | 34 | 17 | 11 | 4 | 0 | -0.7 | -1 | 17
CC(=NCCc1ccccc1)C1=C(O)COC1=O | -2 | 3 | 1 | 14 | 0 | -2.1 | -2 | -3
Cc1cc(N/N=C2/CCCc3ccccc32)nc2ccccc12 | 22 | 17 | 11 | -8 | -3 | 4.8 | 1 | -25
CS(=O)(=O)Nc1ccc(C2=NN(C(=O)C3CCCCC3)C(c3cccs3)C2)cc1 (stereo not drawn) | 19 | 10 | 6 | 3 | -1 | 0.3 | -2 | 3
O=C(Nc1cccc(Br)c1)c1cc2ccccc2o1 | 53* | -166 | -13 | -72 | 1 | 6.9 | 2 | -110
O=C(Nc1cccc(C(F)(F)F)c1)c1cccnc1N1CCN(CCO)CC1 | 11 | 20 | 14 | -12 | -4 | 2.3 | -2 | -2
O=C(NCC1CCCN(Cc2cccc(C(F)(F)F)c2)C1)c1ccc(F)cc1 (stereo not drawn) | 20 | -3 | -20 | 8 | -4 | -0.2 | -2 | 3
COc1ccc(NC(C)=O)cc1S(=O)(=O)N(C)Cc1c(C)nn(-c2ccccc2)c1C | 6 | -6 | 7 | -7 | -2 | 0.7 | -2 | 2
COc1ccc(NC(=O)COC(=O)/C=C/c2cnc3ccccc3n2)cc1 | 22 | 13 | 5 | -2 | 0 | -2.3 | 0 | -6
Cn1cc(/C=N\NC(=O)C2COc3ccccc3O2)c2ccccc21 (stereo not drawn) | -15 | 41 | -16 | 4 | -1 | 1.9 | 0 | 39
CC(Oc1ccc(Br)cc1)C(=O)NC1CCCCCC1 (stereo not drawn) | 28 | 0 | -4 | -9 | -2 | 2.6 | 1 | -16
Cn1c(NCCCN2CCOCC2)nc2c1c(=O)n(Cc1ccc(Cl)cc1)c(=O)n2C | 9 | -10 | -10 | 11 | -2 | -0.2 | -2 | 8

Hits appear at their usual frequency; about 5% have a hit in one of these screens.
